mIAP activ – increases mouse intestinal alkaline phosphatase activity | muIAP, CDP-Star luminescence, 30 min; hits give high values; 1 = vehicle-only enzyme signal, 0 = enzyme-free wells | activation factor at 10 µM | hit rate 0.24% among 330,000;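 active = activation factor of at least 2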; also: the source names both 10 and 20 µM as test concentration; values of inactives mirror those of a sister screen read the other way
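also added = chemiluminescent substrate CDP-Star | test system = mouse IAP enzyme | signal = chemiluminescence readout | compound = DMSO-dissolved test compounds | incubation = 30 min at room temperature | benchmarks = DMSO wells, no-enzyme wells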
ATG4B inh – inhibitors of human ATG4B cysteine protease | ATG4B cleavage of LC3-PLA2, NBD-HPC fluorescence, 1 h | inhibition, % at 8.33 µM | hit rate 0.51% among 340,000 | AID 504462; in the data active = inhibition above about 40%
hIAP block – human IAP inhibition. hit rate 0.12% among 330,000. P09923. purified IAP, CDP-Star luminescence, 30 min. inhibition, % at 10 µM;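 active = inhibition reaching a set limit with compound at 10 µM in the primary screen, cut at about 35% in these data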;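 also: plate controls were DMSO wells with enzyme for no effect and no-enzyme buffer wells for full effect; values of inactives mirror those of a sister screen read the other way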
Target sequence (P09923 whole entry, looked up): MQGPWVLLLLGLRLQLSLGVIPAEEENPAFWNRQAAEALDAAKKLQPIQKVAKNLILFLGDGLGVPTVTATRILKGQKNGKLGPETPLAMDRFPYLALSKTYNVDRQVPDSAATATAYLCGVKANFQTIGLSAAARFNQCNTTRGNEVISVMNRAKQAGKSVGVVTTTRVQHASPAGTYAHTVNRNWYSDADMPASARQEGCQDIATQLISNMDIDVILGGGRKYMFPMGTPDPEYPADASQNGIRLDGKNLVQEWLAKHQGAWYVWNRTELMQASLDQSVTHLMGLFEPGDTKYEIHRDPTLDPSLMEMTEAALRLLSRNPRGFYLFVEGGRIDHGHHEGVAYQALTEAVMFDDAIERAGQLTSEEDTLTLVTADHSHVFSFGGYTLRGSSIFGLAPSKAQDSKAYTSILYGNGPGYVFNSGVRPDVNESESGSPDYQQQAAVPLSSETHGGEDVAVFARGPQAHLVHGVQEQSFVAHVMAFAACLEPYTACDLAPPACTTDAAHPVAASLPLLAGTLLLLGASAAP
A3A deaminase – human APOBEC3A DNA deaminase inhibition. recombinant A3A, FAM/TAMRA ssDNA deamination fluorescence. hit rate 0.41% among 330,000. AID 493011. P31941. inhibition, % at 20 µM;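 active = at least 40% inhibition at 20 µM here, with at most 30% in a related deaminase screen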;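 also: plate controls were A3A with DMSO for no effect and wells lacking A3A enzyme for full effect; some results filed as inactive read as strong as hits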
Target sequence (P31941 whole entry, looked up): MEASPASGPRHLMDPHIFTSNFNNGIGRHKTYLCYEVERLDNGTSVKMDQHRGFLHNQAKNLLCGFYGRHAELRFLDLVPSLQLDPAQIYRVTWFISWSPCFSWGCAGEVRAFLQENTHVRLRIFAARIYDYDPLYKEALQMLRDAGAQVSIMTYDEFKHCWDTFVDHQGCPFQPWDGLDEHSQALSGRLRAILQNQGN
MPTP inh – inhibitors of mitochondrial permeability transition pore; hit rate 1.4% among 360,000; isolated mouse mitochondria, Ca2+ swelling absorbance, 30 min; inhibition, % at 10 µM;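 active = inhibition of 50% or more, scaled per plate between neutral and stimulator controls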;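 also: 0% = DMSO wells given calcium and 100% = 1 mM EGTA wells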
mIAP inh – mouse IAP inhibition. AID 2806. hit rate 0.2% among 330,000. purified mouse IAP, CDP-Star luminescence, 30 min. inhibition, % at 10 µM;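 active = inhibition of at least 40% at 10 µM in the primary screen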;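 also: plate controls were DMSO with enzyme for no effect and no enzyme wells for full effect; values of inactives mirror those of a sister screen read the other way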
beta cell repl – inducers of beta-cell replication in MIN6 cells; MIN6 cells proliferation, ATPlite luminescence, 48 h; cells starved in 0.2% serum; 100% = growth in 10% serum; proliferation, % at 10 µM; hit rate 0.29% among 330,000; AID 2380;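 active = compounds whose signal lies at least 3.5 SD above the mean of all wells on their plate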;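 also: 0% = DMSO-treated cells in low-serum medium and 100% = 10% serum control; some compounds called inactive have numbers as strong as hits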
APOBEC3G inh – blocks human APOBEC3G single-stranded DNA deamination; Q9HC16; recombinant A3G, ssDNA deamination FAM/TAMRA fluorescence; inhibition, % at 20 µM; hit rate 0.28% among 330,000; AID 493012;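 active = inhibition of at least 40% at 20 µM, with no more than 30% in the related APOBEC3A deaminase screen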;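 also: plate controls were DMSO wells with A3G for no effect and wells lacking A3G enzyme for full effect; some compounds called inactive have numbers as strong as hits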
hIAP activ – increases human intestinal alkaline phosphatase activity | purified human IAP, CDP-Star luminescence, 30 min; hits give high values; 1 = vehicle-only enzyme, 0 = enzyme-free background | activation factor at 10 µM | hit rate 0.16% among 330,000 | AID 2524;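 active = activation factor of the enzyme at least 2-fold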; also: the source names both 10 and 20 µM as test concentration; values of inactives mirror those of a sister screen read the other way
Numbers without * were called inactive; nt = no result given.

SMILES,mIAP activ,ATG4B inh,hIAP block,A3A deaminase,MPTP inh,mIAP inh,beta cell repl,APOBEC3G inh,hIAP activ
Cc1cc(Cl)c(S(=O)(=O)NCC2CCCO2)cc1OCC(N)=O (stereo not drawn),1.05,1.9,-13.9,1.2,0.2,-4.7,-1.4,2.1,1.14
COc1ccc(CS(=O)(=O)CC(C)(O)c2ccc(Cl)cc2)cc1 (stereo not drawn),0.952,-14.0,14.3,-2.6,-0.2,4.8,-0.7,-8.1,0.857
CCc1cc(CNC(=O)CC2C(=O)NCCN2Cc2ccccc2C(F)(F)F)on1 (stereo not drawn),1,-1.6,-4.9,-3.4,0.5,0.0,-3.5,-3.2,1.05
COc1ccc(C(=O)N/N=C/c2ccc3cccc(O)c3n2)cc1,0.789,-8.0,-5.7,0.9,2.4,21.1,-4.9,1.9,1.06
COc1ccc(Nc2nc(CC(C)=O)ns2)cc1OC,1.01,-3.6,-3.9,0.6,-0.2,-0.8,-0.8,-0.8,1.04
O=C(CN1C(=O)NC2(CCc3ccccc32)C1=O)Nc1ccccc1C(F)(F)F (stereo not drawn),1.09,5.0,-7.9,2.4,0.0,-9.5,-2.5,-1.7,1.08
O=C(COC(=O)c1ccc(Cl)nc1)NCCc1ccc(F)cc1,1.05,-6.0,21.5,-3.6,-0.7,-4.6,-0.7,-9.8,0.785
O=C(CN1C(=O)NC2(CCCC2)C1=O)N1CCN(S(=O)(=O)c2cccc(F)c2)CC1,0.875,-3.8,-5.0,-2.3,-1.5,12.5,-1.5,-7.4,1.05
Cc1ccc(CCc2nnc(SCC(=O)Nc3cccc(Cl)c3)n2-c2ccccc2)o1,1.18,9.1,10.8,-2.7,2.4,-17.6,0.0,-4.2,0.892
COc1ccc(OC)c(NC(=S)NCC(c2cccnc2)N2CCOCC2)c1 (stereo not drawn),0.945,2.1,-7.7,0.1,-1.2,5.5,2.1,0.2,1.08
CC(=O)NC1CC2CCC(C1)N2Cc1ccc(C)cc1 (stereo not drawn),0.983,-0.1,10.5,-1.1,-0.2,1.7,-0.8,-1.2,0.895
O=C(NC(=S)NNC(=O)c1ccc(Cl)cc1Cl)c1cccnc1,0.728,-1.4,-5.0,-2.8,-1.5,27.2,0.0,26.9,1.05
NC(=O)C1CC12c1ccccc1-c1ccccc12 (stereo not drawn),1.03,3.0,1.5,4.2,1.2,-2.6,-1.9,-0.6,0.985
Cc1nc(C)c(-c2csc(Nc3cccnc3)n2)s1,1.02,3.5,-3.8,-4.1,-2.0,-2.0,-1.2,-7.3,1.04
CC1=NN(C(=O)c2c(Br)c(C)nn2C)C(O)(C(F)(F)F)C1 (stereo not drawn),1.02,7.6,4.9,2.5,-0.9,-2.5,0.0,-1.0,0.951
CCOC(=O)N1CCC(N2Cc3cccc(C(=O)NCC4CCN(CC(C)C)C4)c3C2=O)CC1 (stereo not drawn),0.996,-21.0,-0.4,7.3,1.0,0.4,-3.9,2.3,1
O=C(CN1CCCCCC1)NCC1CCCO1 (stereo not drawn),0.971,-9.1,-9.8,-0.6,1.4,2.9,-0.7,-5.6,1.1
CN1C(=O)C(C)(C)c2cc(S(=O)(=O)N(C)Cc3ccccc3)ccc21,0.976,-9.5,18.6,-6.9,-1.8,2.4,-3.3,-9.0,0.814
CCc1cccc2c(C(=O)C(NC(C)CC)c3ccccc3)c[nH]c12 (stereo not drawn),1.04,11.3,3.6,-0.1,-0.3,-3.6,-3.1,-6.2,0.964
CCN(CC(=O)Nc1c(F)cccc1F)C(=O)c1cc(S(=O)(=O)NCc2ccccc2)ccc1C,0.984,0.7,-20.3,0.6,-0.5,1.6,-3.4,-8.8,1.2
CN1CCN(c2nc(-c3cccs3)cs2)CC1,0.888,-8.3,6.3,3.1,0.2,11.2,3.5,-0.2,0.937
COc1ccc(-c2nc3c(c4nnc(SC(C)C(=O)Nc5ccccc5)n24)COC(C)(C)C3)cc1 (stereo not drawn),0.953,-1.1,5.6,-1.4,0.8,4.7,-1.1,-7.4,0.944
Cn1cccc1C(=O)NNC(=O)COc1ccccc1Cl,1.03,-39.9,0.6,-3.3,0.0,-3.0,-1.6,-5.5,0.994
Cc1ccc(OCC(=O)NCc2ccco2)cc1C,0.89,-11.3,4.6,-3.1,-1.1,11.0,-0.7,-5.1,0.954
Cc1nc(Nc2ccc3c(c2)OCCO3)c2nnn(Cc3ccccc3Cl)c2n1,0.936,35.3,9.8,1.0,17.8,6.4,-5.8,-5.8,0.902
CC1=C(C(=O)OCc2ccccc2)C(c2ccccc2OS(=O)(=O)c2ccc(C)cc2)NC(=O)N1CCCC(=O)O (stereo not drawn),0.962,-0.8,2.8,-2.8,nt,3.8,-5.7,-13.6,0.972
CCOC(=O)c1c(NC(=O)CSc2ncnc3[nH]ncc23)sc2c1CCC(C)C2 (stereo not drawn),1.09,0.5,-26.8,-3.4,2.2,-9.0,-2.8,-7.5,1.27
COc1cc(C(C)=O)ccc1COc1ccc(C(=O)OCC(=O)NC2CCS(=O)(=O)C2)cc1OC (stereo not drawn),0.946,-11.9,4.6,1.2,-1.3,5.4,2.1,-2.8,0.954
N/C(=N\OC(=O)c1ccc2c(c1)OCO2)c1cccc(Br)c1,0.944,-4.5,8.4,16.9,-2.0,5.6,-6.4,-6.4,0.916
COc1ccc(C)cc1Nc1nc(N)c2ccccc2n1,0.929,-14.2,20.9,1.9,1.3,7.1,-3.4,1.4,0.791
Cc1ccc(SCc2nc3ncccn3c2Br)cc1,0.906,-7.3,5.6,-0.9,1.2,9.4,-1.4,-4.5,0.944
COc1ccc(S(=O)(=O)N(C)C)cc1NCC(=O)Nc1cccc(C#N)c1,1.07,-3.6,2.5,0.3,-1.7,-7.3,2.6,-3.9,0.975
CSc1nc2c(cc1C#N)CCCCC2,0.981,-2.7,10.3,-0.5,-0.5,1.9,0.2,-1.7,0.897
c1ccc2c(c1)nc(N1CCOCC1)c1c3ccccc3[nH]c21,1.07,3.3,-10.6,-2.4,-2.4,-6.7,-0.6,-4.0,1.11
C=CCNCCCCOc1ccccc1-c1ccccc1,1.03,-0.2,16.5,1.0,2.3,-3.5,-3.1,-2.0,0.835
Cn1c(=O)c2c(nc(Br)n2CCSc2ncccn2)n(C)c1=O,0.981,-13.9,-15.9,-5.0,-2.6,1.9,-0.5,-4.0,1.16
CC12CC(NC(=O)N1Cc1ccccc1)c1ccccc1O2 (stereo not drawn),1.04,10.8,7.8,-0.5,8.7,-3.7,-0.8,-4.0,0.922
COc1ccc(C2CC(=O)N(c3ccccc3)C3=C2C(=O)CCC3)cc1 (stereo not drawn),1.04,-3.2,-0.6,-1.1,1.7,-4.2,1.5,0.2,1.01
CCn1c(=O)c(C(=O)Nc2ccccc2C)c(O)c2ccccc21,0.965,-0.9,-1.0,0.5,1.4,3.5,0.3,2.6,1.01
C[C@@H]1NC(=O)c2cc([N+](=O)[O-])cc(I)c2OCC[C@@H](C(=O)NC(CC(=O)O)C(N)=O)NC(=O)[C@H](CCC(=O)O)NC1=O (stereo partly drawn),0.991,-9.1,-0.2,13.1,nt,0.9,0.7,-3.1,1
O=c1cc(CN2CCN(c3ccccc3)CC2)c2cc(O)c(-c3ccccc3)cc2o1,0.842,3.5,13.1,-3.7,1.8,15.8,-5.1,-3.4,0.869
COC(=O)c1ccc(COc2ccccc2/C=C(\C#N)C(=O)Nc2ccc(C)cc2)cc1,0.988,0.8,6.4,-0.6,0.0,1.2,-2.2,-9.3,0.936
Cc1c(CN2CCC(C)CC2)c(=O)n(-c2ccccc2)n1C,0.938,-5.5,17.1,0.3,-1.1,6.2,-3.2,-4.0,0.829
CCOC(=O)c1c(NC(=O)Nc2ccccc2)sc(C)c1C,1,2.0,-1.0,-1.8,0.5,-0.4,0.1,-7.5,1.01
O=C1C=C(Nc2ccccc2)C(=O)c2ccccc21,0.855,4.3,14.3,65.1*,1.3,14.5,-5.8,-8.5,0.857
Cc1ccc2c(c1)c(N=Nc1cccc(C(=O)O)c1)c(O)n2C,0.887,-2.2,2.4,-2.0,0.7,11.3,-2.5,-6.0,0.976
O=C(Nc1nccs1)C1CCN(S(=O)(=O)c2cccs2)CC1,0.975,-7.0,4.6,-0.3,-1.3,2.5,-3.7,-10.4,0.954
O=[N+]([O-])c1cc(S(=O)(=O)N2CCCC2)ccc1SCCO,1,5.9,6.5,-1.7,-2.2,-0.5,-1.1,-5.0,0.935
CCN(CC)CCNc1nc2c(c(=O)[nH]c(=O)n2C)n1CC(O)COc1ccc(Cl)cc1Cl (stereo not drawn),0.992,-11.6,-3.1,3.9,-1.7,0.8,3.9,-2.5,1.03
COc1ccc(C2(C(=O)O)CCCC2)cc1,0.891,-1.1,10.3,1.0,-1.8,10.9,-1.5,-0.2,0.897
CC1CN(C(=O)c2ccccc2)OC(c2ccc3c(c2)OCO3)O1 (stereo not drawn),1.03,2.9,8.7,-2.8,1.0,-3.4,-2.5,-2.8,0.913
CC1CC(C)CN(CCCNC(=O)C2CCCN(S(=O)(=O)N3CC(C)CC(C)C3)C2)C1 (stereo not drawn),0.996,2.8,-21.4,2.5,-0.8,0.4,3.9,4.0,1.21
CCCCNC(=S)NNC(=O)c1ccc2c(c1)OCO2,0.994,11.2,-23.3,-3.4,-1.2,0.6,0.7,-7.4,1.23

Quoted from above (2 entries):
SMILES,mIAP activ,ATG4B inh,hIAP block,A3A deaminase,MPTP inh,mIAP inh,beta cell repl,APOBEC3G inh,hIAP activ
C[C@@H]1NC(=O)c2cc([N+](=O)[O-])cc(I)c2OCC[C@@H](C(=O)NC(CC(=O)O)C(N)=O)NC(=O)[C@H](CCC(=O)O)NC1=O (stereo partly drawn),0.991,-9.1,-0.2,13.1,nt,0.9,0.7,-3.1,1
O=c1cc(CN2CCN(c3ccccc3)CC2)c2cc(O)c(-c3ccccc3)cc2o1,0.842,3.5,13.1,-3.7,1.8,15.8,-5.1,-3.4,0.869

High-throughput results: PubChem, Sanford-Burnham Center for Chemical Genomics
